# ATG4B inhibitor – blocks human ATG4B protease cleavage of LC3 substrate | ATG4B cleavage of LC3-PLA2, NBD-HPC fluorescence, 1 h | actives 0.51% (n = 340,000) | AID 504462 | Q9Y4P1 | inhibition, % at 8.33 µM; in the data active = inhibition above about 40%
# Target sequence (Q9Y4P1 whole entry, looked up): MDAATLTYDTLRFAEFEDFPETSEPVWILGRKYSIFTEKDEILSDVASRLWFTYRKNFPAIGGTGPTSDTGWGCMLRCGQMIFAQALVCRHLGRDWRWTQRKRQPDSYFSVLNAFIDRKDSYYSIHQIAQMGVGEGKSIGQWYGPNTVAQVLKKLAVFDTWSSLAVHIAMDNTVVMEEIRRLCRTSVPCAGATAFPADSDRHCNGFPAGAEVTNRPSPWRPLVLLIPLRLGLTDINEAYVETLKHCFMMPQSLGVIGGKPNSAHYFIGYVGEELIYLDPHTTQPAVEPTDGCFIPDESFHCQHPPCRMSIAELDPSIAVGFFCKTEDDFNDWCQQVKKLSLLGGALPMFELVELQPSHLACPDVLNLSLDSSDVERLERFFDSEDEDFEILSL
# Gli-Sufu antag – Gli-Sufu pathway antagonism. inhibition, % at 5 µM. Sufu-KO-LIGHT fibroblasts, Gli luciferase reporter luminescence. AID 588413. actives 0.74% (n = 340,000);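 active = inhibition above about 55%, limit read from the data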;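 note: 0% = DMSO-treated cells and 100% = wells with medium but no cells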
# APJ agonist – agonists of human APJ apelin receptor; P35414; CHO-K1 APJ PathHunter beta-arrestin, luminescence; 0% DMSO wells, 100% apelin; activation, % at 20 µM; actives 0.11% (n = 330,000);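 active = activation more than six SD over the plate average, tested at 20 µM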;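 note: 0% = DMSO alone and 100% = apelin-13 at 10 nM; some results filed as inactive read as strong as hits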
#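 assay system = CHO-K1 APJ beta-arrestin complementation cell line | input = cell density 1000 per well | dosing = compound 20 µM once, DMSO 1% | timing = compound 90 min 25 °C, reagent 1 h | measured by = luminescence from split beta-galactosidase complementation, Galacton Star/Emerald II substrate | read-out basis = APJ agonist activity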
# EBI2 antag – antagonists of human EBI2 receptor; P32249; EBI2 beta-arrestin recruitment, luminescence, 7a,25-OHC stimulated; inhibition, % at 5 µM; actives 0.81% (n = 360,000); AID 651636; in the data active = inhibition above about 38%;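 note: enzyme fragment complementation signal reports receptor beta-arrestin coupling in cells; 0% = agonist plus DMSO wells and 100% = wells without agonist; some results beyond the cut were filed as inactive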
# APJ antagonist – antagonists of human APJ apelin receptor; CHO-K1 APJ beta-arrestin complementation, luminescence; inhibition, % at 20 µM; actives 0.32% (n = 330,000); AID 2521; P35414;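 active = inhibition above about 40% at 20 µM, limit read from the data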;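 note: cells challenged with 10 nM apelin-13 agonist together with compound; plate controls were apelin-13 plus DMSO wells for no effect and DMSO wells lacking apelin-13 for full effect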
# UBC13 polyUb – inhibitors of human UBC13 polyubiquitin chain formation | TR-FRET | inhibition, % at 20 µM | actives 0.47% (n = 330,000) | AID 485273; in the data active = inhibition above about 45%, passing the limit was not always enough
# Target sequence (P61088 whole entry, looked up): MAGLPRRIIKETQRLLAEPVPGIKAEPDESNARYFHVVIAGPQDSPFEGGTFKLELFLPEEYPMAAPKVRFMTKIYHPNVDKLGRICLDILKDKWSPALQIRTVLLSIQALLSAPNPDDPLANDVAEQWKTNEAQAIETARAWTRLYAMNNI
# CXCR6 inh – CXCR6 (human) receptor inhibition | CHO-K1 PathHunter CXCR6 beta-arrestin, luminescence | actives 0.36% (n = 360,000) | inhibition, % at 20 µM; in the data active = inhibition above about 34%, passing the limit was not always enough;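 note: antagonist mode with CXCL16 agonist at 10 nM final; 0% = 10 nM CXCL16 with DMSO and 100% = unstimulated wells without agonist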
# Target sequence (O00574 whole entry, looked up): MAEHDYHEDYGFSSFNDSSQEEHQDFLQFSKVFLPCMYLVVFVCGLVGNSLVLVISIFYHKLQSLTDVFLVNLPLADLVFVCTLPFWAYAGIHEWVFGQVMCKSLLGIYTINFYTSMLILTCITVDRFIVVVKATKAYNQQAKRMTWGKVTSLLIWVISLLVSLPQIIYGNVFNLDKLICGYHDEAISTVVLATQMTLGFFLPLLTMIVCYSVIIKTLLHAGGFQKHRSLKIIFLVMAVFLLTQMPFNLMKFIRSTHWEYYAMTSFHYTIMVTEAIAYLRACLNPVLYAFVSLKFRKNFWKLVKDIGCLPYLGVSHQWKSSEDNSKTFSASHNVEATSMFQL
# CCR6 antag – antagonists of human CCR6 receptor; CHO-K1 CCR6 PathHunter beta-arrestin, luminescence, CCL20-stimulated; inhibition, % at 20 µM; actives 0.49% (n = 340,000); AID 493098;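 active = compounds whose inhibition of the agonist-driven luminescence signal at 20 µM reaches about 50%, limit read from the data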;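 note: cells stimulated with CCL20 at 14 nM final; plate controls were DMSO with CCL20 for no effect and DMSO without agonist for full effect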
# * = called active by the depositor; . = not tested or not shown.
# Sequence of screens: ATG4B inhibitor	Gli-Sufu antag	APJ agonist	EBI2 antag	APJ antagonist	UBC13 polyUb	CXCR6 inh	CCR6 antag
- O=C(COC(=O)c1cc[n+]([O-])cc1)Nc1ccc(Cl)cc1Cl
    -2	-4	-2	-2	11	12	0	-8
- COc1ccc(-c2noc(N3CCC(C(=O)NCc4ccccc4Cl)CC3)n2)cc1
    -16	-6	4	15	-2	6	1	3
- CC(=O)Nc1ccc(C(=O)Nc2ccc(S(=O)(=O)N3CCOCC3)cc2)cc1
    -1	-9	-3	1	-1	-5	1	-2
- CCOc1cc(Br)c(CC(=O)NC2CCCCCC2)cc1OCC
    -15	7	-3	2	-5	-3	0	11
- COc1ccc(/C=N/Nc2nonc2N)cc1
    -10	-9	2	-7	-21	8	-1	7
- O=C(NCc1ccco1)C1CCCN(S(=O)(=O)Cc2ccccc2)C1 (configuration not stated)
    -5	1	-1	-12	7	-11	-7	5
- CCOP(=O)(c1ccccc1)c1nc(-c2ccc(F)cc2)oc1N1CCCCC1 (configuration not stated)
    -1	10	-3	2	-20	-1	-6	6
- O=c1[nH]c(SCc2nc3ccccc3c(=O)n2-c2ccccc2)nc2ccccc12
    -3	3	1	-3	13	-12	0	10
- O=C(COC(=O)c1c2ccccc2cc2ccccc12)NCC(F)(F)F
    -18	3	-1	-7	-9	9	3	-11
- CCN(CC)C(=O)c1sc(NC(=O)c2c(OC)cccc2OC)c(C#N)c1C
    0	-28	-3	-12	-15	-2	5	4
- CCCCNC(=O)CSc1nnc(-c2ccc(S(=O)(=O)N3CCCC3)cc2)n1C
    -11	5	5	-3	-13	1	3	-4
- COc1cc(-c2cccc([C@H]3[C@@H]4C=CC[C@@H](C)[C@@H]4C(=O)N3Cc3ccccc3)c2)cc(OC)c1OC
    -10	6	.	32	.	.	27	33
- C=C[C@H](Cc1ccccc1)N(Cc1ccccc1)S(=O)(=O)N(Cc1ccccc1)[C@H](C=C)Cc1ccccc1
    8	21	-3	8	5	-17	5	2
- CCCCC(=O)Nc1cc(Cl)ccc1C(=O)O
    -8	-4	-4	-11	-3	11	-5	3
- O=S(=O)(c1ccc(Br)cc1)N1CCCN(Cc2ccccc2F)CC1
    4	18	-2	-6	16	-11	-10	13
- CN(C)S(=O)(=O)c1cccc(NC(=O)COC(=O)c2cc3ccccc3oc2=O)c1
    25	-16	-2	-11	-1	0	4	3
- COc1ccc(CN2C(=O)C(C)Oc3ccccc32)cc1 (configuration not stated)
    9	-39	-3	12	-9	-8	16	15
- Cc1ccc2[nH]c(=O)c3cc(C(=O)NCC4CCCO4)sc3c2c1 (configuration not stated)
    -12	3	-2	-16	10	18	-7	1
- Cc1ccc(CNc2nc3ccccc3n2C)cc1
    -2	-63	-1	-1	-3	4	-14	5
- COc1ccc(OC)c2c(C)cc(N3CCN(C(=O)c4ccc(Cl)cc4)CC3)nc12
    0	8	1	23	-37	-4	7	7

# A different layout for part of the listing above.
SMILES	ATG4B inhibitor	Gli-Sufu antag	APJ agonist	EBI2 antag	APJ antagonist	UBC13 polyUb	CXCR6 inh	CCR6 antag
CCOP(=O)(c1ccccc1)c1nc(-c2ccc(F)cc2)oc1N1CCCCC1 (configuration not stated)	-1	10	-3	2	-20	-1	-6	6
O=c1[nH]c(SCc2nc3ccccc3c(=O)n2-c2ccccc2)nc2ccccc12	-3	3	1	-3	13	-12	0	10

# Other compounds.
# Sequence of screens: ATG4B inhibitor	Gli-Sufu antag	APJ agonist	EBI2 antag	APJ antagonist	UBC13 polyUb	CXCR6 inh	CCR6 antag
- Cc1c(C)n(CCC(=O)O)c2ccccc12
    -1	2	-4	2	7	-8	7	-19
- O=C(c1ccco1)N1CCN(C(=O)c2ccc(COc3ccc4c(c3)CCC4)o2)CC1
    -11	-34	1	7	-7	0	-3	11
- COC(=O)NCC(c1cccnc1)N1CCN(c2ccccc2)CC1 (configuration not stated)
    -2	-11	0	-3	10	7	-2	13
- CCN(CC)CCCNC(=S)N(CCO)Cc1cc2cc3c(cc2[nH]c1=O)OCCO3
    -4	1	-3	-1	-7	5	-2	0
- Cc1cc2cc3c(N)[nH]nc3nc2cc1C
    -3	-24	-2	3	-2	-29	0	24
- COCC1CCCN(Cc2cn(Cc3ccccc3)nc2-c2cc3ccccc3o2)C1 (configuration not stated)
    -34	28	-5	10	0	13	4	16
- Cn1c(SCC(=O)Nc2ccc3cn[nH]c3c2)nnc1-c1cnccn1
    -11	-3	-2	-13	-2	-9	-13	9
- Cc1ccc(NC(=S)Nc2cccc3cnccc23)cc1
    -7	-74	4	7	-3	-50	-10	3
- O=C(NCCNC(=O)c1ccc(Br)o1)c1cccnc1
    -4	-5	-5	2	18	5	8	11
- C[C@@H]1CC[C@]2(C(=O)O)CC[C@]3(C)C(=CCC4[C@@]5(C)CC[C@H](O)[C@@](C)(C(=O)O)C5CC[C@]43C)C2[C@]1(C)O (some centres not stated)
    1	-9	0	-8	-5	-1	4	-6
- CCOC(=O)C1CCN(C(=O)CN2C(=O)NC3(CCCCC3)C2=O)CC1
    1	-6	-4	-6	-2	-5	-5	1
- Cc1cccc(NC(=O)Cn2cnc3ccc(S(=O)(=O)N4CCC(C)CC4)cc3c2=O)n1
    -10	-2	-1	-6	-11	6	-6	3
- COc1ccc(CC(=O)Nc2ccc(-c3noc(-c4ccccc4OC)n3)cc2)cc1
    -7	22	1	14	1	0	-1	13
- CCc1nc(Cl)c(C#N)c2c1CSC(C)(C)C2
    0	9	-2	0	5	-1	2	7
- COc1ccc(CCNC(=O)c2cccn2C)cc1
    16	.	3	-1	12	-3	1	9
- Cc1ccc(C(=O)NCC(=O)N2CCC(Cc3ccccc3)CC2)cc1
    0	-11	12	3	-20	2	2	8
- Cc1c(CC(=O)NCC(=O)O)c(=O)oc2cc3occ(-c4ccccc4)c3cc12
    6	3	-4	-10	4	-13	-6	14
- CCCC(=O)Nc1nnc(SCC(=O)NCc2ccc3c(c2)OCO3)s1
    1	-11	-2	-16	5	3	-1	-6
- O=C(NCC1COc2ccccc2O1)c1ccc(Cl)cc1 (configuration not stated)
    2	-95	-1	9	-9	9	2	1
- O=C(COC(=O)CNC(=O)c1ccccc1F)Nc1ccc2[nH]c(=O)[nH]c2c1
    3	-4	2	9	4	6	2	-1
- CCCc1nn(C)c2c(=O)[nH]c(-c3cc(S(=O)(=O)Nc4ccc(NC(C)=O)cc4)ccc3OCC)nc12
    2	-6	-4	-6	-2	14	8	4
- c1ccc(Oc2nc(-c3ccccn3)nc3ccccc23)cc1
    20	-19	-1	-17	2	-1	11	46
- CCCOc1ccc(N2C(=O)CC(N(CCCO)C(=O)CC)C2=O)cc1 (configuration not stated)
    6	3	1	4	-24	0	0	10
- OC1(Cc2ccn[nH]2)CCCCC1
    -11	-15	3	.	-7	-2	.	-1
- COc1ccc(OC)c(C2Nc3nc4ccccc4n3C(C)=C2C(=O)Nc2ccc(C)cc2C)c1 (configuration not stated)
    3	5	-2	10	3	3	10	3
- CCC(C)c1ccc(NC(=O)COC(=O)c2nc3nccc(C)n3n2)cc1 (configuration not stated)
    -8	-13	-2	-4	7	-3	-3	-6
- C/C(=N\NC(=O)NC1CCCCC1)c1ccco1
    4	0	-1	-2	-24	-2	-3	9
- Cc1nc(CN2CCN(C(=O)NC3(c4ccccc4)CC3)CC2)cs1
    -3	49	-1	-1	3	-2	-2	-29
- COc1cccc(CNC(=O)CCC2CCCN(C(=O)c3ccc(OC)o3)C2)c1 (configuration not stated)
    -6	-11	2	-5	-1	10	-2	-3
- COc1ccc(S(=O)(=O)Nc2ccccc2)cc1
    -3	-1	0	-15	12	-7	4	-2
- Cc1cc(C)c(OCC(=O)OCC(=O)N2c3ccccc3CC2C)c(C)c1 (configuration not stated)
    0	-1	-7	-13	13	-4	5	12
- FC(F)(F)c1cnc(N/N=C/c2ccncc2)c(Cl)c1
    3	7	-2	1	-2	-19	-6	-1
- CCCn1c(=O)c(C(=O)Nc2cccc(C)c2)c(O)c2ccccc21
    6	-17	-1	9	13	12	-8	6
- O=C(COC(=O)/C=C/c1ccccc1)NNC(=O)c1ccccc1F
    -3	-9	3	-1	5	-3	0	0
- CC(C)Sc1cc(N2CCOCC2)nc(-c2ccccc2)n1
    2	1	-2	4	18	1	6	20
- COC(=O)c1ccc(OC(=O)C2CC(=O)N(c3cccc(C)c3)C2)cc1 (configuration not stated)
    0	1	-1	-3	11	6	-1	11
- Cc1csc(NC(=O)[C@@H](NC(=O)c2ccccc2)C(C)C)n1
    -11	-2	-3	3	-2	-2	-6	7
- Cc1c(NC(=O)Nc2cccc(F)c2)c(=O)n(-c2ccccc2)n1C
    -1	-1	7	-3	16	2	-8	2
- O=C(O)CNS(=O)(=O)c1ccc2c(c1)Cc1cc(S(=O)(=O)NCC(=O)O)ccc1-2
    9	7	2	7	-12	-9	-6	6
- O=C(Oc1ccc(Cl)cc1)c1ccc(COC(=O)c2cnccn2)cc1
    9	1	-2	5	-1	9	4	5
- COC(=O)C1=C(C)OC(N)=C(C#N)C1c1ccc(OC)c(CSc2ccccn2)c1 (configuration not stated)
    -12	4	2	-9	-12	0	6	28
- O=C(COC(=O)CNC(=O)c1ccc(Cl)cc1Cl)NCC1CCCO1 (configuration not stated)
    4	-6	13	-14	11	4	3	-1
- CCOC(=O)c1c(NC(=O)CSc2ncn[nH]2)sc(C(=O)N(C)C)c1C
    5	-6	0	-1	11	0	0	12
- CCOC(=O)c1c(-c2ccc(C)cc2)csc1NC(=S)NC(=O)c1ccccc1
    -4	4	-2	33	19	-11	15	30
- COc1cc(O)c(C(CC(=O)N2CCCC2)c2cc(OC)c(OC)c(OC)c2)c(OC)c1 (configuration not stated)
    1	5	-3	6	5	0	-4	1
- O=C(NCc1cccnc1)C1CCN(S(=O)(=O)N2CCOCC2)CC1
    0	-3	-1	5	-8	-6	1	5
- Cc1ccc(F)c(NC(=O)c2cncn2-c2ccccc2)c1
    4	-5	-1	-9	1	1	-4	9
- CSc1nc2cc3c(cc2n1C(=O)c1ccc(C)cc1)OCCO3
    -2	-2	-1	-13	17	31	8	6
- CCC(CO)Oc1cc(NC(=O)c2cccc(Cl)c2)c2ncn(C(C)C)c2c1 (configuration not stated)
    -6	5	3	28	3	10	-4	8
- Cc1ccc2c(c1)C(=O)c1c(C(=O)O)cccc1-2
    -5	0	-4	-1	11	-1	-2	11
- Cc1cc(C)n(-c2cccc(Cl)c2C#N)n1
    -9	15	-3	-5	-2	12	-4	6
- COc1ccccc1-c1noc(CCC(=O)Nc2cccc(C)c2)n1
    -12	2	-4	8	9	19	62*	21
- Cn1cnnc1Sc1cc(N2CCN(S(=O)(=O)c3ccc(Cl)c(Cl)c3)CC2)ccc1[N+](=O)[O-]
    -16	-1	0	3	-4	-15	5	14
- N#CCC(=O)N/N=C/c1c2ccccc2cc2ccccc12
    -7	-4	0	-5	-13	-4	-9	-8
- Cc1ccc(C2CN(c3ccccc3)CC2C(=O)c2ccc(F)cc2)cc1 (configuration not stated)
    7	-8	-2	17	-3	0	7	18
- CC(C)CC(NC(=O)OC(C)(C)C)C(=O)NC(C(=O)N1CCCC1C(N)=O)C(C)C (configuration not stated)
    -8	-8	-2	-4	15	-5	0	12
- CCOc1ccccc1C(=O)NCc1ccco1
    4	-5	-5	-7	17	-6	4	4
- COc1ccc(-c2nnc(-c3cc4ccccc4oc3=O)o2)cc1
    -1	-10	-7	-9	0	5	1	20
- Cc1ccc(CONC(=O)c2ccc(OC(F)F)cc2)cc1
    -26	23	0	78*	18	12	-4	6
- Cc1c(C(=O)Nc2ccccc2N2CCN(C)CC2)oc2ccc(F)cc12
    -1	12	-7	1	18	14	2	11
- O=C(Nc1ccc(N2CCCCC2)cc1)c1cccnc1
    -4	-1	-2	-9	0	0	-14	-19

# High-throughput results deposited in PubChem BioAssay by Sanford-Burnham Center for Chemical Genomics.
